# High-throughput results as filed in PubChem BioAssay.
# TLR9-MyD88 inh: blocks human TLR9 binding to MyD88; Q9NR96+Q99836; CHO BLA complementation TLR9-MyD88, CCF4 FRET ratio; inhibition, % at 4.98 µM; 340,000 tested, 0.21% active; AID 504734;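 active = inhibition above the mean over all tested compounds plus 3 SD, cut at about 21% in these data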;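 also: 0% = DMSO only wells and 100% = clavulanate BLA inhibitor control wells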
# SRC3 inh: inhibitors of human steroid receptor coactivator 3 (SRC3) | Q9Y6Q9 | HEK293 GAL4-SRC3 luciferase reporter, luminescence | inhibition, % at 3.6 µM | 360,000 tested, 0.17% active | AID 588352;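 active = inhibition above a per-campaign cutoff, the mean of all compounds plus 3 SD, cut at about 60% in these data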;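 also: 0% = DMSO-treated cells and 100% = gossypol-treated cells at 36 µM; higher means less SRC3-driven luciferase light from the GAL4 reporter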
# Exocytosis inh: blocks lytic granule exocytosis. TALL-104 LAMP-1 surface exposure, flow cytometry; cells stimulated with thapsigargin and PMA. inhibition, % at 10 µM. 360,000 tested, 0.66% active;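 active = inhibition above about 55%, limit read from the data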
# SRC1 inh: human NCOA1 inhibition; Q15788; HEK293 GAL4-SRC1 luciferase reporter, luminescence; inhibition, % at 3.6 µM; 360,000 tested, 0.12% active;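 active = inhibition above the campaign mean plus 3 SD, with each screening campaign given its own cutoff, cut at about 60% in these data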;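 also: 0% = DMSO treated cells and 100% = gossypol at 36 µM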
# ABHD5-PLIN5 inh: inhibitors of human ABHD5-perilipin-5 interaction; Split G. princeps luciferase complementation, luminescence, 4 h; AID 602281; Q00G26+Q8WTS1; 360,000 tested, 0.78% active; inhibition, % at 4 µM;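 active = inhibition above the mean inhibition across every tested compound plus 3 SD, cut at about 22% in these data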;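 also: 0% = DMSO only wells and the 100% control is not disclosed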
# NOD2 RIPK2 PPI: NOD2-RIPK2 protein interaction inhibition; CHO BLA complementation NOD2-RIPK2, CCF4 ratio; inhibition, % at 4.98 µM; AID 624267; 360,000 tested, 0.38% active; in the data active = inhibition above about 21%;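 also: 0% = vehicle only and 100% = reference blocker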
# TROY signal inh: inhibitors of TROY-dependent NF-kB signaling; Q293 LMP1-TROYcd NF-kB luciferase reporter, 4 h; inhibition, % at 10 µM; 360,000 tested, 0.98% active;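 active = compounds whose plate-normalised and pattern-corrected inhibition of the luciferase reporter signal at the single screening dose is 50% or more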
# TWEAK Fn14 block: TWEAK-Fn14 signaling inhibition; TWEAK-stimulated Fn14 reporter cells, luciferase luminescence, 8 h; inhibition, % at 10 µM; AID 1159606; 360,000 tested, 2% active; in the data active = inhibition above about 50%
# LRH-1 inv ag: inverse agonists of human LRH-1 (NR5A2) | HEK293T StAR-luciferase reporter, LRH-1 transfected, 24 h | AID 602396 | 360,000 tested, 0.13% active | inhibition, % at 3.6 µM | O00482;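 active = inhibition above the mean inhibition of all tested compounds plus 3 SD, cut at about 73% in these data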;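 also: 0% = DMSO wells and 100% = reporter-only cells lacking LRH-1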
# NCOA2 inhibitor: inhibits human steroid receptor coactivator 2; Q15596; HEK293 GAL4-SRC2 luciferase reporter, luminescence; inhibition, % at 9 µM; 370,000 tested, 0.17% active;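 active = inhibition above the mean inhibition of all tested compounds plus 3 SD, set per campaign, cut at about 52% in these data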;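 also: 0% = DMSO treated cells and 100% = cells given Gossypol at 36 µM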
# Target sequence (Q15596 whole entry, looked up, the tested form may be a part): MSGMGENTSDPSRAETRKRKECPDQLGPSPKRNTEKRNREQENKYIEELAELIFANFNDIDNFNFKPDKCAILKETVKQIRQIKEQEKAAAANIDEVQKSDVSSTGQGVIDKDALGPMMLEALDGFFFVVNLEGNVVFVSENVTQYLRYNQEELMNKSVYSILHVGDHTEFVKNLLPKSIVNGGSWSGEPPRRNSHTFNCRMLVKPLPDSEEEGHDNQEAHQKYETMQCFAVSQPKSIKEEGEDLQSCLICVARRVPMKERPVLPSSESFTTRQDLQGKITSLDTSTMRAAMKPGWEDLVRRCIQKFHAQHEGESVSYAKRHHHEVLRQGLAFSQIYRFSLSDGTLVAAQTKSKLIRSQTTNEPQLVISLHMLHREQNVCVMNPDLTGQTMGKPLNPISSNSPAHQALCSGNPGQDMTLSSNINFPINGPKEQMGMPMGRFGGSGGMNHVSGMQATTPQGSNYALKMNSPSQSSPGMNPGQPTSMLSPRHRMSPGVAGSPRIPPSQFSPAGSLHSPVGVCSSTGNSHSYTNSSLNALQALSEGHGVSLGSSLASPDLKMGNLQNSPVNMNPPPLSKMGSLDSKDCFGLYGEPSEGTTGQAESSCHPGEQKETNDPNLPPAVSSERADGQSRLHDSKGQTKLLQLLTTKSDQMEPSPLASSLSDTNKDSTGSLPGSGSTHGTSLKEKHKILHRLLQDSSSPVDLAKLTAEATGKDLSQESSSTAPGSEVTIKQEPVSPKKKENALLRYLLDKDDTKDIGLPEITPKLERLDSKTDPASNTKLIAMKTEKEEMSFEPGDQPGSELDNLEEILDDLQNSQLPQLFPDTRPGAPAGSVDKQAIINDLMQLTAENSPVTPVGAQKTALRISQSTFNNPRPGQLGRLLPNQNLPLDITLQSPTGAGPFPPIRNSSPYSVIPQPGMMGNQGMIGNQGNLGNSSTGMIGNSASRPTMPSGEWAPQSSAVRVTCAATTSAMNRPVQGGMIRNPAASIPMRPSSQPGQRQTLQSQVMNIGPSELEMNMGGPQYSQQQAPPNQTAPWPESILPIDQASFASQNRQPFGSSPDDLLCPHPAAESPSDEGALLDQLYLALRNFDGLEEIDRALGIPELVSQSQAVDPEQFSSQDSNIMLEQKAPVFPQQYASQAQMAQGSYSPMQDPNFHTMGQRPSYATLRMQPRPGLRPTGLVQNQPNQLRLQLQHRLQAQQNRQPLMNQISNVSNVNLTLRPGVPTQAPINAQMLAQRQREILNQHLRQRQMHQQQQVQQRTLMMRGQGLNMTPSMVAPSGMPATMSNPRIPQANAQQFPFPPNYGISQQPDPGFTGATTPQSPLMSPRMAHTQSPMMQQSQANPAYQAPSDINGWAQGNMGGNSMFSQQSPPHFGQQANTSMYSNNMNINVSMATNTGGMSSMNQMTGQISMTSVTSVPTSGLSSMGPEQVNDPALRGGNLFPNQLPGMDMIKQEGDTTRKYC
# COUP-TFII inh: inhibitors of human COUP-TFII (NR2F2). P24468. HEK293T NGFI-A luciferase reporter, luminescence. inhibition, % at 8.6 µM. 370,000 tested, 0.7% active;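 active = inhibition above a per-plate cutoff, mean inhibition of test wells between control levels plus 3 SD, cut at about 38% in these data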;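 also: cells cotransfected with COUP-TFII expression vector driving the NGFI-A reporter; 0% = median of COUP-TF2 test wells and 100% = reporter-only cells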
# The depositor's hits bear a star; / = not tested or not shown.
SMILES,TLR9-MyD88 inh,SRC3 inh,Exocytosis inh,SRC1 inh,ABHD5-PLIN5 inh,NOD2 RIPK2 PPI,TROY signal inh,TWEAK Fn14 block,LRH-1 inv ag,NCOA2 inhibitor,COUP-TFII inh
CCCCn1ccnc1C(=O)c1cc(S(=O)(=O)N2CCOCC2)ccc1C,-6,19,14,-2,-4,-10,11,8,6,10,26
Cc1ccn2cc(CCNC(=O)C3CCCCC3)nc2c1,-3,16,0,-4,-2,-8,-6,-9,5,3,-12
Cc1nc(Nc2ccc3c(c2)OCCO3)c2nnn(Cc3ccccc3Cl)c2n1,5,44,-1,15,-10,-21,82*,94*,-13,48,11
Cc1ccc(/C=C/C(=O)Nc2ccc(Oc3ccccc3)cc2)o1,7,1,14,-11,24*,5,-26,33,-44,15,13
CCN(C(=O)COc1nc(C)cc(C)c1C#N)c1ccccc1,-5,10,7,0,6,-1,7,-11,1,-10,6
O=C(NCCN1CCOCC1)c1cc2cc([N+](=O)[O-])ccc2s1,0,16,2,-16,2,-1,-6,-16,26,13,8
CCOc1cc2ccccc2cc1C(=O)Nc1ccccn1,5,-18,12,-43,3,0,-29,-5,-18,0,-17
Cc1ccc(C(=O)COC(=O)C(C)N2C(=O)C3C4C=CC(C4)C3C2=O)cc1 (stereo not given),7,6,1,5,3,0,-4,8,-10,-13,11
CCOC(=O)c1cc(-c2ccccc2)sc1NC(=O)CC,-11,3,0,-29,-4,0,-2,-7,18,12,-6
Cc1cc(C)cc(OCCNC(=O)CCc2ccccc2)c1,11,22,1,-6,2,15,8,17,-2,-6,5
O=C(COc1cc2oc(=O)c3c(c2cc1Cl)CCC3)NCc1ccccn1,-17,-15,-2,-18,2,-10,-6,6,-42,/,/
O=C(O)c1nccnc1C(=O)Nc1ccccc1-c1ccccc1,-13,5,-16,3,7,-4,1,25,-15,-9,-5
COc1ccc(-c2csc(NC(C)c3nc4cc(Cl)c(N5CCCCC5)cc4n3CCCO)n2)cc1 (stereo not given),-6,-12,0,12,-14,5,9,11,-27,-38,0
O=C(Cc1ccc(Cl)cc1)N1CCc2ccccc2C1,-1,-16,-3,-32,-3,-1,-22,-17,-55,-14,-21
Cc1cccc(C(=O)CC(=O)c2cc(Cl)ccc2O)c1,-4,-25,-1,-12,1,4,-49,7,-60,/,/
CC(C)NC(=O)c1ccc(Cl)cc1Cl,-1,4,1,-9,2,-6,-4,-9,-32,0,-14
N=C(c1ccc([N+](=O)[O-])cc1)N1CCCCC1,-5,15,0,3,9,-8,1,1,13,-10,-17
C/C(=C\C(=O)c1ccc(Cl)cc1)NCc1ccc2c(c1)OCO2,2,12,-2,6,-4,-14,0,-12,-12,-20,-5
Cc1ccc(NC(=O)c2cccnc2)cc1S(=O)(=O)N1CCOCC1,-3,18,-3,6,-2,-2,-12,-5,-19,-5,-5
CCOc1ccc(C(=O)CCC(=O)NC(C)C(=O)OC)cc1 (stereo not given),1,6,2,10,13,-4,-76,11,-4,-2,-3
CCOC(=O)N/N=C/c1cn(Cc2ccccc2Cl)c2ccccc12,-7,19,3,6,2,-2,29,29,-6,3,25
Cc1ccc([C@H]2N[C@]3(CCCN(Cc4ccc(Cl)cc4)C3=O)[C@H]3C(=O)N(C)C(=O)[C@@H]23)cc1,-4,2,-2,-10,5,-9,1,-2,-14,-9,-1
CC(=O)Nc1ccc(S(=O)(=O)N(C)CC(=O)OCC(=O)Nc2cc(C)on2)cc1,-1,-17,4,-6,2,3,3,0,4,-38,-1
Cc1cc(C)cc(NC(=O)Oc2ccccc2N2CCCCC2)c1,5,17,0,-11,1,-18,-2,-4,3,-19,-4
N#CCCN(C(=O)COC(=O)c1ccc2c(c1)NC(=O)CS2)c1ccc2c(c1)OCCO2,3,10,0,1,9,-5,-16,-47,22,-8,-27

# TWEAK Fn14 block, entries above that show a hit
molecule	TLR9-MyD88 inh	SRC3 inh	Exocytosis inh	SRC1 inh	ABHD5-PLIN5 inh	NOD2 RIPK2 PPI	TWEAK Fn14 block	LRH-1 inv ag	NCOA2 inhibitor	COUP-TFII inh
Cc1nc(Nc2ccc3c(c2)OCCO3)c2nnn(Cc3ccccc3Cl)c2n1	5	44	-1	15	-10	-21	94*	-13	48	11

# Ordered by molecular weight (descending): part of the list above
SMILES,TLR9-MyD88 inh,SRC3 inh,Exocytosis inh,SRC1 inh,ABHD5-PLIN5 inh,NOD2 RIPK2 PPI,TROY signal inh,TWEAK Fn14 block,LRH-1 inv ag,NCOA2 inhibitor,COUP-TFII inh
COc1ccc(-c2csc(NC(C)c3nc4cc(Cl)c(N5CCCCC5)cc4n3CCCO)n2)cc1 (stereo not given),-6,-12,0,12,-14,5,9,11,-27,-38,0
O=C(NCCN1CCOCC1)c1cc2cc([N+](=O)[O-])ccc2s1,0,16,2,-16,2,-1,-6,-16,26,13,8
CCOc1ccc(C(=O)CCC(=O)NC(C)C(=O)OC)cc1 (stereo not given),1,6,2,10,13,-4,-76,11,-4,-2,-3
CCOc1cc2ccccc2cc1C(=O)Nc1ccccn1,5,-18,12,-43,3,0,-29,-5,-18,0,-17
O=C(Cc1ccc(Cl)cc1)N1CCc2ccccc2C1,-1,-16,-3,-32,-3,-1,-22,-17,-55,-14,-21

# Next part.
SMILES,TLR9-MyD88 inh,SRC3 inh,Exocytosis inh,SRC1 inh,ABHD5-PLIN5 inh,NOD2 RIPK2 PPI,TROY signal inh,TWEAK Fn14 block,LRH-1 inv ag,NCOA2 inhibitor,COUP-TFII inh
CC(C)C(NC(=O)c1c(F)cccc1F)C(=O)N1CCN(c2ncccn2)CC1 (stereo not given),-13,-12,-3,-1,-4,-10,2,4,-12,-1,5
Cc1ccc(NC(=O)CN(C)C(=O)c2cc(-c3ccccc3)nn2-c2ccccc2)cc1,2,-3,0,-12,-9,-6,2,7,-5,-2,10
Cc1ccc(-c2ccnc3cc(C)nn23)cc1,1,2,23,16,-7,2,3,19,6,6,6
COc1ccc(NC(=O)N2CCCC(C(=O)Nc3cccc(C)c3C)C2)cc1 (stereo not given),6,6,-16,5,-5,0,8,39,-11,-3,3
COC(=O)c1ccc(C23CC4(C2)[C@H](CN(C)[C@@H]4c2ccccc2)C3c2ccc(Cl)nc2)cc1 (stereo not given in full),-7,8,-3,4,7,-17,-2,3,10,-14,1
Cc1oc(-c2ccc(Cl)cc2)nc1CS(=O)CC(=O)NC1CC1 (stereo not given),-6,-24,0,7,-3,-1,-8,1,-7,-9,1
Cc1ccc(S(=O)(=O)N2C[C@@H](C)[C@]3(C2)[C@H](O)[C@H](OC(=O)NC2CC2)C[C@H]2C(=O)N(c4ccccc4)C(=O)[C@H]23)cc1,1,-1,4,7,4,-3,19,-2,-12,22,-13
COc1ccccc1-c1cnc(C(O)c2ccc(Cl)cc2)[nH]1 (stereo not given),/,-19,2,-1,-1,1,0,-4,10,5,-2
CC(=O)c1cccc(NC(=O)CSCc2ccc(Br)cc2)c1,-9,10,0,11,-1,9,2,1,-6,-18,8
CC(=O)COc1cc(C)cc2oc(=O)c(C)c(C)c12,-19,-8,-4,11,-7,-4,-4,-9,21,-6,4
O=C(Nc1ccccn1)c1ccccc1,-2,-46,44,-66,-2,-4,-33,12,-78,-26,-24
O=C(CNC(=O)c1ccco1)NCC(=O)OCc1cccc(Cl)c1,11,13,1,-14,8,-2,-4,4,10,8,9
CCN1CCC(NC(=O)Nc2cc(Cl)ccc2OC)CC1,-5,7,0,-9,8,-1,-19,18,5,-2,-16
Cc1ccc2c(c1)c1c3n2CCN(C(=O)Cn2c(-c4ccccc4)noc2=O)C3CCC1 (stereo not given),-17,6,-8,9,1,-9,-11,34,-7,15,-6
OCCNc1nc(Nc2ccc(Cl)c(Cl)c2)nc2ccccc12,-1,-7,58*,5,2,9,68*,84*,2,30,17
O=C(CN1CCN(c2ccc(F)cc2)CC1)NCc1ccc(Cl)cc1,-7,10,8,-47,5,13,16,-6,15,-1,-12
CCNC(=S)Nc1ccc(Cc2nc3ccccc3[nH]2)cc1,-3,8,9,23,-8,-12,-16,0,18,-19,4
CC(=O)Nc1ccc(S(=O)(=O)NCCC(=O)OCC(=O)c2cccc(Br)c2)cc1,-9,-4,16,18,-11,-5,6,0,-35,10,11
O=C(Cc1nnc(NC(=O)Nc2ccccc2)s1)Nc1ccccc1,/,7,-1,-25,-7,-14,-5,7,23,4,0
COc1cccc(/C=N/n2nnnc2N)c1O,-10,11,-8,2,0,-3,-36,-11,-7,-28,-8
COCCCNC(=O)c1cccc(OC)c1OC,-5,-35,3,-16,0,-2,2,-4,-16,17,-7
CCCCc1ccc(-n2nnnc2SCC(=O)Nc2cc(OC)c([N+](=O)[O-])cc2C)cc1,1,-2,3,-13,-2,-9,20,16,24,5,0
Cc1ccsc1CN(C)CC(=O)NCC(=O)Nc1ccc(F)c(F)c1F,-4,12,-2,-8,-1,2,-15,4,4,18,8
Cc1cc(C)c2c(=O)[nH][nH]c2n1,1,-10,2,-11,-1,2,-10,2,6,-27,-11
NC(=O)c1ccccc1OCC(=O)NC12CC3CC(CC(C3)C1)C2,-9,-11,0,-1,6,-14,-12,-10,12,-4,8
CC1C(=O)C(C)C(c2cc(Br)ccc2O)NC1c1cc(Br)ccc1O (stereo not given),7,8,-1,-2,-14,1,63*,9,-8,6,15
O=C(O)CSCCC(=O)Nc1ccc(F)cc1,1,18,6,5,-1,-17,1,13,-13,2,-5
O=[N+]([O-])c1cccc(S(=O)(=O)NCC2CCCO2)c1 (stereo not given),6,-4,-5,6,10,-4,-36,-11,16,0,1
CN1C(=O)C(C)(C)c2cc(S(=O)(=O)N3CCN(c4cccc(Cl)c4)CC3)ccc21,-9,10,5,3,8,-7,37,33,7,-3,19
CC(=O)Nc1cccc(NC(=O)c2csc(C)c2)c1,3,-11,-3,-61,5,-2,-13,-17,5,-16,-42

# Single records, as listed above. Values in the order: TLR9-MyD88 inh | SRC3 inh | Exocytosis inh | SRC1 inh | ABHD5-PLIN5 inh | NOD2 RIPK2 PPI | TROY signal inh | TWEAK Fn14 block | LRH-1 inv ag | NCOA2 inhibitor | COUP-TFII inh
# `Cc1ccc(NC(=O)CN(C)C(=O)c2cc(-c3ccccc3)nn2-c2ccccc2)cc1` is listed with 2 | -3 | 0 | -12 | -9 | -6 | 2 | 7 | -5 | -2 | 10
# `CCN1CCC(NC(=O)Nc2cc(Cl)ccc2OC)CC1` is listed with -5 | 7 | 0 | -9 | 8 | -1 | -19 | 18 | 5 | -2 | -16

# Some of the entries so far, with two lines to a compound.
# Order of values – TLR9-MyD88 inh, SRC3 inh, Exocytosis inh, SRC1 inh, ABHD5-PLIN5 inh, NOD2 RIPK2 PPI, TROY signal inh, TWEAK Fn14 block, LRH-1 inv ag, NCOA2 inhibitor, COUP-TFII inh
> CCN1CCC(NC(=O)Nc2cc(Cl)ccc2OC)CC1
 : -5, 7, 0, -9, 8, -1, -19, 18, 5, -2, -16
> Cc1ccc2c(c1)c1c3n2CCN(C(=O)Cn2c(-c4ccccc4)noc2=O)C3CCC1 (stereo not given)
 : -17, 6, -8, 9, 1, -9, -11, 34, -7, 15, -6

# The list is partial; count on the stated rates, not on these rows.
